INS promoter inh: TRM-6 insulin promoter activity inhibition; TRM-6 cells (human fetal islet line), insulin promoter-eGFP reporter, imaging; reporter expression induced with tamoxifen; inhibition, % at 2 µM; 0.9% of 130,000 active; AID 1273;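 active = inhibition above the mean plus 3 SD, with well images judged a real hit on visual review, cut at about 60% in these data, passing the limit was not always enough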
SDO1 yeast rescue: compounds rescuing growth of sdo1-depleted yeast, bone marrow failure model; S. cerevisiae sdo1-depleted JHY4D growth rescue, OD600 30 h; stronger effect = higher value; pdr5 snq2 efflux-pump mutant strain; z-score at 10 µM; 0.21% of 140,000 active;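 active = z-score above 3 at both the 24 hr and the 30 hr optical density reads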;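 note: z-score against mean and SD of all compound wells on the same plate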
SDO1 yeast rescue Rescue 24 h: further read-out of SDO1 yeast rescue, marked with its call; z-score; S. cerevisiae sdo1-depleted JHY4D growth rescue, OD600; measured here: growth rescue at 24 h;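 0 is the plate mean of compound wells and units are plate SD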
An asterisk follows results filed as active; · = no result given; [ ] = remark or other dose.

INS promoter inh	SDO1 yeast rescue	SDO1 yeast rescue Rescue 24 h	smiles
·	0.7	0.46	COc1ccc(Br)cc1CNC(=O)CCN1C(=O)COc2ccccc21
·	0.9	0.88	CC(=O)Nc1ccc(NC(=O)C(C)OC(=O)c2ccccc2Sc2ccccc2C#N)cc1 (stereo not given)
-39	-0.13	-1.2	CNC(=S)NNC(=O)c1cccn(Cc2ccc(Cl)c(Cl)c2)c1=O
-8	·	·	CCC(=O)Nc1ccc(C(=O)CN2CCC(C)CC2)cc1
-13	-0.07	-0.15	Cc1nn(Cc2n[nH]c(=S)n2Cc2ccccc2)c(C)c1Cl
·	-0.18	-0.98	CCOC(=O)N1CCN(C(c2ccc(F)cc2)c2sc3nc(C)nn3c2O)CC1 (stereo not given)
·	-0.91	-0.69	Cc1cccc(NC(=O)c2cc(S(=O)(=O)NCc3ccco3)ccc2F)c1C
·	-1.1	-1.2	Clc1ccc(Sc2oc(/C=N/n3cnnc3)cc2Br)cc1
0	-0.5	-0.99	C=CCn1c2ccccc2c2nnc(SC(CC)C(=O)Nc3nc(C)c(C(=O)OCC)s3)nc21 (stereo not given)
5	·	·	CCOC(=O)c1sc(Nc2nc(C)cc(OC)n2)nc1C
77*	-0.07	-0.03	CC(Sc1nnc(-c2ccc(O)cc2)o1)C(=O)Nc1cccc2ccccc12 (stereo not given)
24	-0.61	0.47	Cc1cccc2cc(C#N)c(SCC(=O)NNC(=O)Cc3ccccc3)nc12
0	0.47	0.02	CC(C)CC(=O)CN1C(=O)C2(OCCO2)c2ccccc21
50	-0.78	-0.51	CC1=C(n2nnc3ccccc32)C(c2ccccc2)C(C#N)=C(N)O1 (stereo not given)
-69	0.11	-0.55	OCCCN1CCN(CCOc2ccccc2-c2ccccc2)CC1
-30	-0.15	0.12	COc1ccc(N(C(=O)c2ccco2)S(=O)(=O)c2cccc([N+](=O)[O-])c2)cc1
-108	0.29	0.47	Cc1c(C(=O)NCc2ccccn2)sc2nc(-c3ccc(F)cc3)cn12
-53	0.27	-0.05	COc1ccc(CC(=O)Nc2c3c(nn2-c2cccc(Cl)c2)CS(=O)(=O)C3)cc1
4	-0.31	-0.48	COC(=O)[C@@H](NC(=O)Nc1ccc(OC)cc1)C(C)C
·	0.96	0.07	O=C(N/N=C1\CCc2ccccc21)c1ccncc1
14	-0.35	-0.42	COc1ccc2cc(CN(CC3COCCO3)S(=O)(=O)c3c(C)cc(C)cc3C)c(=O)[nH]c2c1 (stereo not given)
-21	-0.99	-0.49	CNc1oc(-c2ccc(OCc3ccccc3)cc2)nc1C#N
-53	·	·	O=c1[nH]c(CSc2ncc(C(F)(F)F)cc2Cl)nc2ccccc12
14	-0.5	-0.83	N#Cc1c(NCCCO)nc(-c2ccco2)c2c1CCCC2
-30	-0.23	-0.16	O=C(COC(=O)Cc1ccsc1)NCC12CC3CC(CC(C3)C1)C2
-7	0.88	0.51	CNC(=S)Nc1cc(OC)ccc1OC
14	-0.17	-0.42	Cc1nc(N2CCOCC2)nc(N2CCCCC2)c1[N+](=O)[O-]
17	1.4	1.5	O=C(c1ccc2c(=O)n(Cc3ccco3)c(=S)[nH]c2c1)N1CCN(Cc2ccccc2)CC1
·	-0.33	0.32	COc1ccc(CNc2oc(COc3ccc(Cl)cc3)nc2C#N)cc1
·	-1.6	-0.34	CC(C)c1cc(C(=O)NNC(=S)NCc2ccco2)c(O)c(C(C)C)c1

Later entries:
INS promoter inh	SDO1 yeast rescue	SDO1 yeast rescue Rescue 24 h	smiles
-5	0.63	0.48	Cc1ccc(S(=O)(=O)CCc2nnc(NC(=O)C3CCCO3)s2)cc1 (stereo not given)
-24	-0.76	-0.17	Cc1ccc(-n2c(-c3ccccc3)nnc2-c2cccs2)cc1
47	-0.63	-1.1	O=C1CC(NNc2ccccc2)C(=O)N1c1cccc(Cl)c1 (stereo not given)
-16	1.4	0.16	CNC(=O)C(=O)NCC1OCCN1S(=O)(=O)c1ccc([N+](=O)[O-])cc1 (stereo not given)
-95	0.4	0.09	COc1ccc(S(=O)(=O)N2CCCC(C(=O)NCc3ccco3)C2)cc1Cl (stereo not given)
-43	·	·	COc1cccc(CN2CCNC(=O)C2CC(=O)NCCn2cccn2)c1OC (stereo not given)
-7	-0.88	-0.18	C=CCn1c(SCC(=O)NC(=O)NCc2ccco2)nc2sc(CC)cc2c1=O
33	·	·	COC(=O)N/N=C(/c1ccccc1)C1CCCCC1
-26	-1	0.02	CCOC(=O)n1c(=O)n(Cc2ccccc2Cl)c2ccccc21
-50	0	0.33	COc1ccccc1C(O)(C(=O)NNc1cccc(C)c1)c1ccccc1OC
-22	-0.98	-0.95	CC(C)n1c(=NC(=O)c2ccco2)c(C#N)cc2c(=O)n3ccccc3cc21
-38	-0.88	-0.68	Cc1nn(CCO)c2nc(-c3cccs3)cc(C(F)(F)F)c12
·	0.29	-0.89	O=C(O)c1cc2cc(Cl)ccc2oc1=O
-67	1	0.2	Cc1ccc(OC(=O)CCC(=O)Nc2ccc(Br)cc2)cc1
-39	-0.26	0.79	COc1ccc(S(=O)(=O)Nc2nnc(C(C)(C)C)s2)cc1
·	0.22	-0.18	CC(C)CC(=O)c1c[nH]c(C(=O)NCCCN2CCOCC2)c1
-43	0.26	0.49	Cc1sc2ncnc(NCc3ccco3)c2c1C
3	0.86	-0.34	CC1(C)CC(=O)C2=C(C1)NCN(Cc1ccc3c(c1)OCO3)C2
·	-0.67	-1.3	O=C(N/N=C/c1c[nH]c2ccccc12)c1cc(-c2ccc3ccccc3c2)n[nH]1
0	-0.87	-0.29	COc1ccc(S(=O)(=O)N(C)CC(=O)Nc2ccc(C(F)(F)F)cc2)cc1Cl
18	0.07	-0.29	COc1ccc(CC(=O)O/N=C(\N)Cc2ccc(OC)c(OC)c2)cc1
50	-1.2	-0.68	COc1ccc(OC)c(C2C3=C(N=C4SCC(=O)N42)c2ccccc2CC3)c1 (stereo not given)
-7	-0.83	-0.67	CCOc1nc(NCCC2=CCCCC2)nc(N2CCOCC2)n1
7	-0.03	-0.27	Cc1ccc(NC(=O)CSc2nccc(=O)[nH]2)c(S(=O)(=O)N2CCOCC2)c1
-43	-0.08	-1.4	CCOC(=O)C1(Cc2ccc(O)cc2)NC(c2ccccc2F)C2C(=O)N(C)C(=O)C21 (stereo not given)
-7	·	·	CC(=C\c1ccccc1)/C=C1/SC(=S)N(CCC(=O)Nc2ccccn2)C1=O
-59	·	·	O=C(CCCCCNC(=O)c1ccccc1)N=Nc1c(O)[nH]c2c(Br)cc(Br)cc12
-16	-0.23	-0.3	c1coc(CNc2nc(N3CCCCC3)nc3ccccc23)c1
5	-0.29	-0.42	COCCCNC(=O)c1ccc(Cn2c(=O)[nH]c3ccccc3c2=O)cc1
22	·	·	Cc1ccc(NC(=O)C2CCCCC2C(=O)O)cc1Cl (stereo not given)

Additional records:
INS promoter inh	SDO1 yeast rescue	SDO1 yeast rescue Rescue 24 h	smiles
·	-0.01[11.1 µM]	-0.49	CC1=C(C(N)=O)C(c2ccc(Cl)cc2)NC(=O)N1 (stereo not given)
21	-0.57	-0.67	COc1ccc(C(=O)CSc2nc3ccccc3n2CC(=O)NC(C)(C)C)cc1
21	1.2	0.42	CCOc1cc(C2Nc3ccccc3C(=O)N2c2ccccc2OC)ccc1O (stereo not given)
57	0.05	-0.42	O=[N+]([O-])c1cc(Oc2cccnc2)cc([N+](=O)[O-])c1
33	1.4	0.88	C/C(CC(=O)Nc1c(C)cc(C)cc1C)=N\NC(=O)c1cnccn1
19	1.1	-0.68	CCOC(=O)C1=C(C)NC(=O)NC1c1ccc(OC(C)C(=O)O)c(OC)c1 (stereo not given)
-75	-0.86	-0.83	Cc1sc(NC(=O)CN2CCOCC2)c(C(=O)c2ccccc2)c1C
44	-0.47	-1.2	CCOC(=O)C1CCCN(C2CC(=O)N(c3ccc(C)c(C)c3)C2=O)C1 (stereo not given)
-118	·	·	CCc1ccc(OS(=O)(=O)c2cn(C)c(=O)n(C)c2=O)cc1
-11	1.1	0.21	CC(C)NC(=O)C1(c2ccccc2)CCOCC1
·	-0.15	-0.16	CCN1C(=O)C(C)S/C1=N\S(=O)(=O)c1ccc(Cl)s1 (stereo not given)
17	0.09	-0.85	COc1ccc(N2CCN(C(=N)/C(C(C)=O)=C(\C)O)CC2)cc1
-5	0.07	0.25	CSC(=NNC(=O)c1ccc(O)cc1)SC
-100	0.33	0.91	COC(=O)[C@@]1(Cc2ccc(OC)cc2)[C@H]2c3cc(C(=O)N4CCCC4)n(CCSCCO)c3C[C@H]2CN1C(=O)c1ccccc1
-44	-1.3	-0.44	Cc1cccc(NC(=O)CSc2nnc(-c3ccccc3C)o2)c1
·	-0.02	0.37	Cn1c(O)c(N=NC(=O)Cn2c(C(F)(F)F)nc3ccccc32)c2ccccc21
22	-0.25	-1.7	Cc1nn(-c2ccccc2)c(-n2cccc2)c1C(=O)O
-27	-1.6	-0.73	O=C(Oc1ccc2c(=O)c(Oc3ccc4ccccc4c3)coc2c1)c1ccco1
0	-1.1	-0.33	Cc1cccc(NC(=O)CSc2nnc(NC(=O)c3ccc(S(=O)(=O)N4CCOCC4)cc3)s2)c1C
7	0.38	0.13	COc1ccc(NC(=O)C2CCCN2C(=O)Nc2ccccc2)cc1OC (stereo not given)
-30	1.4	0.76	CC(=O)N(c1ccccc1C)C1CCCC1
14	0.7	-0.14	CCCCn1ccc(=O)c2c(C(F)(F)F)nccc21
21	·	·	COc1cccc(NC(=O)N2CCCC2C(=O)Nc2ccc3c(c2)OCCO3)c1 (stereo not given)
-59	0.7	-0.9	COc1ccc(-c2cc(=O)[nH]c(NCc3ccccc3)n2)cc1
-50	-0.13	0.43	Cc1ccc(S(=O)(=O)NC2CCCc3ccccc32)cc1C (stereo not given)
-23	-1	0.24	CC(C)C(OC(=O)c1nsc(Cl)c1Cl)C(=O)NCc1ccc2c(c1)OCO2 (stereo not given)
42	-1	-1.5	c1ccc(CN2CCN(c3nc4ccccc4c4ccccc34)CC2)cc1
·	-1.7	-1.6	CCCCSc1nnc2c(n1)OC(C(=O)c1ccccc1)Nc1ccccc1-2 (stereo not given)
-29	0.84	0.91	CCC(=O)N1c2ccccc2NC2=C(C(=O)CCC2)C1c1ccc(N(C)C)cc1 (stereo not given)
-21	1.4	0.24	CC(C)NC(=O)CN1C(=O)NC(CCc2ccccc2)C1=O (stereo not given)

In a second layout: results already given.
mol	INS promoter inh	SDO1 yeast rescue	SDO1 yeast rescue Rescue 24 h
CC1=C(C(N)=O)C(c2ccc(Cl)cc2)NC(=O)N1 (stereo not given)	·	-0.01[11.1 µM]	-0.49
COc1ccc(C(=O)CSc2nc3ccccc3n2CC(=O)NC(C)(C)C)cc1	21	-0.57	-0.67
CCOc1cc(C2Nc3ccccc3C(=O)N2c2ccccc2OC)ccc1O (stereo not given)	21	1.2	0.42
O=[N+]([O-])c1cc(Oc2cccnc2)cc([N+](=O)[O-])c1	57	0.05	-0.42
C/C(CC(=O)Nc1c(C)cc(C)cc1C)=N\NC(=O)c1cnccn1	33	1.4	0.88
CCOC(=O)C1=C(C)NC(=O)NC1c1ccc(OC(C)C(=O)O)c(OC)c1 (stereo not given)	19	1.1	-0.68
Cc1sc(NC(=O)CN2CCOCC2)c(C(=O)c2ccccc2)c1C	-75	-0.86	-0.83
CCOC(=O)C1CCCN(C2CC(=O)N(c3ccc(C)c(C)c3)C2=O)C1 (stereo not given)	44	-0.47	-1.2
CCc1ccc(OS(=O)(=O)c2cn(C)c(=O)n(C)c2=O)cc1	-118	·	·
CC(C)NC(=O)C1(c2ccccc2)CCOCC1	-11	1.1	0.21
CCN1C(=O)C(C)S/C1=N\S(=O)(=O)c1ccc(Cl)s1 (stereo not given)	·	-0.15	-0.16
COc1ccc(N2CCN(C(=N)/C(C(C)=O)=C(\C)O)CC2)cc1	17	0.09	-0.85
CSC(=NNC(=O)c1ccc(O)cc1)SC	-5	0.07	0.25
COC(=O)[C@@]1(Cc2ccc(OC)cc2)[C@H]2c3cc(C(=O)N4CCCC4)n(CCSCCO)c3C[C@H]2CN1C(=O)c1ccccc1	-100	0.33	0.91

Following part
INS promoter inh	SDO1 yeast rescue	SDO1 yeast rescue Rescue 24 h	smiles
-500	0.99	-0.51	CC1CCCCC1NC(=O)C(=O)NCC1CCCO1 (stereo not given)
25	0.56	0.64	CCCCCCCCC(=O)Nc1cc(C)ccc1OC
43	-0.8	-0.38	CC(C)(C)Cc1nc2ccccc2n1CCc1ccccc1
·	0.5	0.32	COCCNC(=O)c1nn(-c2cc(OC)cc(OC)c2)c(=O)c2ccccc12
·	0	-0.26	COc1ccccc1CN1CCN(C(CC(C)C)c2nnnn2Cc2cccs2)CC1 (stereo not given)
62*	-1.7	-1.3	CCNc1nc(N)nc(-c2cc(Cl)ccc2O)n1
17	0.79	-0.11	CN1CCCC1=Nc1c2c(nc3ccccc13)N(C)CC2
20	-2.6	-1.7	COc1cc(/C=C/C(=O)c2ccc(Cl)s2)cc(OC)c1O
·	-0.36	1.1	COc1cccc(NC(=S)NCCC(c2ccccc2)c2ccccc2)c1
-43	·	·	CCN(CC)CCn1c(=S)[nH]c2cc(C(=O)N3CC=C(c4ccccc4)CC3)ccc2c1=O
-5	0.17	-0.03	Cn1c(-c2ccc(F)cc2)cnc1NCc1cc2c(cc1[N+](=O)[O-])OCO2
0	-1.5	-0.56	O=C(Nc1cnn(Cc2ccc(Cl)cc2Cl)c1)c1noc2c1CCCC2
-14	-1.3	-0.56	O=C(COc1ccc(Cl)cc1Cl)NCCCCc1ccccc1
-50	0.86	1	N#C/C(=C(/O)COC(=O)CSc1ccc(Cl)cc1)c1nc2ccccc2[nH]1
26	0.35	-0.08	CCOC(=O)c1nnn(CC(=O)Nc2cccc(F)c2)c1C(=O)OCC

High-throughput results deposited in PubChem by several laboratories.
